Screening results (PubChem)
sdo1 growth: growth rescue of sdo1-depleted yeast, primary screen, S. cerevisiae, bone marrow failure model; S. cerevisiae sdo1-depleted JHY4D growth rescue, OD600 30 h; stronger effect = higher value; pdr5 snq2 efflux-pump mutant strain; z-score at 10 µM; actives 0.21% (n = 140,000);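 active = z-score above 3 at both the 24 hr and the 30 hr optical density reads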;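 note: z-score against mean and SD of all compound wells on the same plate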
INS promoter inh: inhibitors of insulin promoter-driven GFP, primary screen, imaging, TRM-6 cells (human fetal islet line), eGFP reporter, cell count; inhibition, % at 2 µM; AID 1273, 2008; actives 0.9% (n = 130,000); reporter expression induced with tamoxifen;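 active = inhibition above the mean plus 3 SD, with well images judged a real hit on visual review, cut at about 60% in these data, passing the limit was not always enough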
sdo1 growth Rescue 24 h: further read-out of sdo1 growth, marked with its call; z-score; S. cerevisiae sdo1-depleted JHY4D growth rescue, OD600; measured here: growth rescue at 24 h;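 0 is the plate mean of compound wells and units are plate SD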
Active calls of the source: *; / = no result given; [ ] = another dose, or the depositor's remark.

Values in the order – INS promoter inh, sdo1 growth Rescue 24 h, sdo1 growth
C/C(=C\c1ccccc1)C(=O)n1nnc2ccccc21
  38, -0.03, -0.05
Cc1cc(NC(=O)CSc2nnc(Cc3ccccc3)o2)no1
  -50, 0.16, 0.5
Cn1c(SCc2ccc(C#N)cc2)nnc1-c1cccc(Cl)c1
  -42, -0.8, -0.21
CN(C(=O)c1ccco1)c1nc(CC(=O)Nc2ccccc2)cs1
  44, 1.7, 1.1
Oc1ccc(Cl)cc1/C=N/c1nccs1
  -19, 0.04, 0.13
O=C(Cn1c(O)c(/C=C2\C=Nc3ccccc32)sc1=O)Nc1ccc2c(c1)OCO2
  /, 2.8, 1.6
COc1ccc2cc(CN(Cc3ccco3)C(c3nnnn3C3CCCCC3)C(C)C)c(=O)[nH]c2c1 (configuration not stated)
  -14, 3.6, 1.1
COc1cc(C)nc(N2CCCC(C(=O)NCC(C)C)C2)n1 (configuration not stated)
  -190, 1.4, 1.7
Cc1ccc(CS(=O)(=O)CCC(=O)NCc2ccc3c(c2)OCO3)cc1
  -38, 0.44, 0.53
O=C(/C=C/c1ccco1)NCC1(c2ccccc2)CCCC1
  -45, -1.4, -0.83
Cc1ccc2[nH]c(=O)c(C(c3nnnn3C3CCCC3)N3CCCc4ccccc43)cc2c1 (configuration not stated)
  -144, -0.29, -1
COc1cc(OC)cc(C(=O)NCC(=O)OC2CCOC2=O)c1 (configuration not stated)
  /, 0.58, 1
Cc1cc(C(=O)O)c(=O)[nH]c1C
  -54, -0.56, 0.77
O=C(OCc1cnc(Cl)s1)c1cccc(Cl)c1Cl
  -2, -0.49, -0.89
COc1ccc(OCC(=O)Nc2ccc(N3CCOCC3)cc2)cc1
  /, -1.1, -0.38

Reprinted from the listing, two compounds:
Values in the order – INS promoter inh, sdo1 growth Rescue 24 h, sdo1 growth
O=C(OCc1cnc(Cl)s1)c1cccc(Cl)c1Cl
  -2, -0.49, -0.89
COc1ccc(OCC(=O)Nc2ccc(N3CCOCC3)cc2)cc1
  /, -1.1, -0.38

Next section.
Values in the order – INS promoter inh, sdo1 growth Rescue 24 h, sdo1 growth
FC(F)(F)c1cccc(N2CCc3cn[nH]c32)c1
  -411, -0.91, -0.94
CCOC(=O)c1[nH]c2ccc(OC)cc2c1NC(=O)/C=C/c1ccc2c(c1)OCO2
  6, 1.1, -0.13
CC(C)NC(NC(=O)Cc1ccccc1)C(Cl)(Cl)Cl (configuration not stated)
  /, -0.29, 0.2
O=C1CCC(C(=O)Nc2nnc(C3CC3)s2)=NN1
  -33, /, /
Cc1cc([N+](=O)[O-])nn1CC(=O)NNC(=S)Nc1ccc([N+](=O)[O-])cc1
  /, 0.49, 0.99
O=S(=O)(/N=C(/Nc1ccc(F)cc1F)c1ccccc1)c1ccc(Br)cc1
  /, -0.53, -0.51
O=[N+]([O-])c1cccc(CNCc2ccccc2)c1
  0, /, /
CN(c1ccc(C(=O)Nc2cccc([N+](=O)[O-])c2)cc1)S(C)(=O)=O
  -14, /, /
Nc1ccccc1C(=O)/C=C/c1ccc2c(c1)OCO2
  -10, 0.29, -0.45
CCCCNC(=O)c1cc(-c2ccc(OC)c(OC)c2)on1
  /, -0.59, -0.5
CCOC(=O)C(NC(=O)c1ccccc1)(OCC1(CC)COC1)C(F)(F)F (configuration not stated)
  21, 1.1, 1.4
CC(Nc1cc(N2CCCC2)ccc1[N+](=O)[O-])c1ccccc1 (configuration not stated)
  -12, 0.69, 0.36
Cn1c(NC(=O)c2ccccc2C(F)(F)F)cc(=O)n(C)c1=O
  /, 0.49, 0.76
O=C1C(CCCNC(=S)NCc2ccccc2)NC(=S)N1Cc1ccccc1 (configuration not stated)
  -8, 0.4, 0.98
O=C(COC(=O)C1(c2ccc(F)cc2)CCCC1)Nc1ncc(C(F)(F)F)cc1Cl
  7, -0.99, -0.6

In the list so far, 5 contain an NH in an aromatic ring:
Values in the order – INS promoter inh, sdo1 growth Rescue 24 h, sdo1 growth
COc1ccc2cc(CN(Cc3ccco3)C(c3nnnn3C3CCCCC3)C(C)C)c(=O)[nH]c2c1 (configuration not stated)
  -14, 3.6, 1.1
Cc1ccc2[nH]c(=O)c(C(c3nnnn3C3CCCC3)N3CCCc4ccccc43)cc2c1 (configuration not stated)
  -144, -0.29, -1
Cc1cc(C(=O)O)c(=O)[nH]c1C
  -54, -0.56, 0.77
FC(F)(F)c1cccc(N2CCc3cn[nH]c32)c1
  -411, -0.91, -0.94
CCOC(=O)c1[nH]c2ccc(OC)cc2c1NC(=O)/C=C/c1ccc2c(c1)OCO2
  6, 1.1, -0.13

(list continues)
Values in the order – INS promoter inh, sdo1 growth Rescue 24 h, sdo1 growth
O=C(O)CCc1ccc(S(=O)(=O)N2CCOCC2)cc1
  30, 0.09, 0.29
CC(=O)NC(Cc1cccc(F)c1)C(=O)NC1CCN(C(=O)c2cccc(C)c2)CC1 (configuration not stated)
  38, /, /
CCOC(=O)c1ccc(CNC(=O)CSc2nc(NC(=O)c3ccccc3)c3c(C)c(C)oc3n2)cc1
  -20, 0.81, -0.24
COc1ccc(-n2c(Cc3cccs3)nnc2SCC(=O)Nc2ccc3c(c2)OCCO3)cc1
  -21, 0.02, -0.58
O=C(Nc1nccs1)c1ccc(Cl)c(S(=O)(=O)N2CCCCC2)c1
  -46, -1.2, -2
O=C(NC1CCCCC1)C(c1ccccc1)N1CCC2(CC1)OCCO2 (configuration not stated)
  /, 0.96, 0.79
Cc1c(C(=O)Oc2ccc(-c3cnc4ccccc4n3)cc2)cccc1[N+](=O)[O-]
  /, 1.2, -1.6
CC(=O)c1c(C)nc(-c2ccc(Cl)cc2)nc1NC(=O)C(C)C
  -26, 0.41, 0.68
N#CC1=C(N)SC(N)=C(C#N)C1c1cccc(Oc2ccccc2)c1
  37, 1.1, 1.1
N#CC1=C(N)C(C#N)(C#N)C(c2cccnc2)C2COCC=C12 (configuration not stated)
  0, -0.34, -0.42[15.4 µM]
COc1ccc(C(=O)COC(=O)CCCn2c(=O)oc3ccccc32)cc1
  -33, /, /
O=C1CC(=Nc2ccccc2)NN1c1ccccc1
  -46, 1.1, 0.82
COc1cccc(S(=O)(=O)Nc2cccc(C(=O)N3CCCCCC3)c2)c1
  /, -0.62, -0.3
O=C(CSc1nnc(Cc2ccc3c(c2)OCO3)n1C1CCCCC1)NC1CCCC1
  -62, 1.5, 1.1
NNC(=O)CN1C(c2cccc(Cl)c2)=Nc2ccc(Br)cc2C1c1ccccc1 (configuration not stated)
  /, 0.29, 0.35
Cc1ccc2c(CC(=O)Nc3ccc(N4CCN(C)CC4)cc3C)coc2c1
  30, 0.39, 0.15
COc1ccccc1NC(=O)c1ccc(NS(=O)(=O)c2c(C)noc2C)cc1
  /, -0.28, 0.36
O=C(C[n+]1ccc(C(=O)N/N=C/c2ccc(OCc3ccccc3)cc2)cc1)c1ccccc1
  /, -0.39, -0.24
O=C(CN1C(=O)CCC1=O)Nc1nc(-c2ccc3ccccc3c2)cs1
  -11, /, /
CCN(CCO)Cc1cn[nH]c1-c1ccc(C)c(C)c1
  /, -0.41, -0.3
CCOC(=O)Cn1nc(C)c2c1CCCC2=O
  54, 1.3, 1.4
O=C(Nc1c(F)cc(F)cc1Br)c1cc2nc(C(F)F)cc(C(F)F)n2n1
  -22, -1.5, -0.98
CCCCNC(=O)CCCn1c(=S)[nH]c2cc3c(cc2c1=O)OCO3
  57, -0.22, 0.09
NC(=O)NC(CC(=O)NCCCc1ccccc1)c1ccccc1Cl (configuration not stated)
  29, /, /
Cc1c(C(=O)N2CCCC2)sc(NC(=O)c2cccc(Cl)c2)c1C#N
  /, -0.78, -0.98
Cc1cc(C)c(S(=O)(=O)c2ccccc2)c(OC(=O)c2ccc(Cl)cc2Cl)n1
  -22, 0.78, 1
CC(C)CCN(C(=S)NC(=O)C1CCCCC1)c1c(N)n(Cc2ccccc2)c(=O)[nH]c1=O
  -75, /, /
Cc1sc(/C=C2\C(=O)ON=C2c2ccccc2)cc1Br
  43, -0.23, -0.71
Cc1cc(C)n(CC(=O)O)n1
  -28, 0.24, 0.45
CC(C)C(=O)Nc1cc2c(cc1C(=O)c1ccccc1)OCCO2
  -12, -0.38, -0.36
Cc1cc(N2CCCCC2)nc(N2CCOCC2)n1
  -54, 0.7, 1.9
COc1ccc(C(=O)NCC(=O)N/N=C/C(C)=C/c2ccccc2)cc1OC
  -107, -0.1, 0.14
C/C(=N\Nc1nc2ccccc2[nH]1)c1ccc(N2CCOCC2)cc1
  75*, /, /
CCOc1cc(/C=N/NC(=O)C(=O)NCCCOC(C)C)cc(Br)c1O
  -11, 1.2, 1.1
C#CCn1c(=NC(=O)c2ccc(S(=O)(=O)N3CCc4ccccc4C3)cc2)sc2cc(S(N)(=O)=O)ccc21
  4, 1.3, 0.76
Clc1ccccc1Oc1cnc2ccccc2n1
  -53, 1.2, 0.48
Cc1ccc(S(=O)(=O)N2CCCC2)cc1C(=O)O
  24, -0.41, 0.1
Cn1c(-c2sc3ccccc3c2Cl)n[nH]c1=S
  33, -0.55, -1.4
CC1(c2ccccc2)NC(=O)N(N)C1=O (configuration not stated)
  -79, /, /
O=C(CSc1nnc(-c2cccs2)o1)Nc1cccc(S(=O)(=O)N2CCCCC2)c1
  -62, 1.2, 0.77
c1ccc(C(c2ccccn2)c2ccccn2)cc1
  -15, -0.26, 0.16
O=c1[nH]c(Cc2ccccc2Cl)nc2ccccc12
  40, /, /
COC(=O)C1=C(N)Oc2cc(C)n(CCCn3ccnc3)c(=O)c2C1c1ccc(Cl)cc1 (configuration not stated)
  /, -0.7, -0.41
COC(=O)c1sccc1NC(=O)c1ccc(Br)o1
  17, -0.93, -1.3
COc1ccc(-c2noc(Cc3cccs3)n2)cc1
  -43, 0.67, 0.51
CCCNS(=O)(=O)c1ccc(CCC(=O)NCc2ccco2)cc1
  -77, 0.38, 0.23
Cc1c(Cl)c([N+](=O)[O-])nn1CC(=O)NCc1ccco1
  /, -0.03, 0.04
COc1ccc(NCC(=O)N/N=C2\CCc3ccccc32)cc1
  0, /, /
CC(=O)c1c(N2CCN(C(=O)C3CCCO3)CC2)nc(=S)n(-c2ccccc2)c1C (configuration not stated)
  55, 0.12, -0.02
O=C(CN1CCN(c2ccccn2)CC1)Nc1ccc(OCc2ccccc2)cc1
  23, -0.65, -0.77
COCCn1c(C)cc(C(=O)CSc2nc(C)c(C)c(C)n2)c1C
  -108, /, /
CC(=O)c1ccc(CCCC(=O)O)cc1
  /, 1.4, -0.36
COc1ccccc1-n1c(SCC(N)=O)nc2c(c1=O)SCC2
  /, -0.04, 0.6
CN(C(=O)c1cc2n(n1)C(C(F)(F)F)CC(c1ccco1)N2)c1ccccc1 (configuration not stated)
  /, -1.4, -0.97
Cc1ccc(C(=O)N/C(=C/c2cccs2)C(=O)NCCc2c[nH]c3ccccc23)cc1
  -147, -0.31, -0.17
CN(C)CCN(C(=O)c1ccc(N2C(=O)CCC2=O)cc1)c1nc2cc3c(cc2s1)OCO3
  11, /, /
CCn1c(SCC(=O)Nc2nccs2)nnc1-c1cc2cccc(OC)c2o1
  0, 1.4, 0.42
COCCNC(=O)c1cc(-c2cccc(OC)c2)on1
  6, 1.4, 2.1
C=CCn1c(N)c(C(=O)NCCC2=CCCCC2)sc1=S
  -80, -1.1, -0.39
O=C(O)CCc1ccc(-c2ccc(Cl)cc2)n1CC(=O)O
  11, 0.63, 1.3

(listing goes on)
Values in the order – INS promoter inh, sdo1 growth Rescue 24 h, sdo1 growth
COc1ccc(S(=O)(=O)N2CCCC2)c(C)c1C
  /, -0.74, -0.47
Cc1cc(C)n(-c2ccc(C(=O)C(C#N)c3nc4ccccc4n3C)cc2)n1 (configuration not stated)
  /, -0.37, -0.6
CC1=CC(c2ccc(Cl)cc2)n2nc(N3C(=O)CCC3=O)nc2N1 (configuration not stated)
  28, -0.77, -0.38
COc1nc(NCC(C)C)nc(Oc2ccc(OCc3ccccc3)nn2)n1
  27, -0.22, -0.11
CC1CSc2nc3sc4c(c3c(=O)n21)CCCC4 (configuration not stated)
  -5, -0.41, -0.22
O=C(Nc1ccc(-c2nnc(-c3ccccc3)o2)cc1)c1ccc(Br)o1
  -10, /, /
COC(=O)c1sccc1NC(=O)c1csc2c1CCCC2
  60, -0.55, -1
Cc1ccc(C(=O)CN(C(=O)c2ccc(Cl)c(Cl)c2)N2C(=O)C3CCCCC3C2=O)cc1 (configuration not stated)
  54, 0.9, 0.28
NC[C@@]12CCCC1C1CCC2C1 (some centres not stated)
  -13, 0.54, 0.25
Cc1cc(C(=O)COC(=O)Cc2n[nH]c(=O)c3ccccc23)c(C)n1-c1cccc(C(F)(F)F)c1
  6, -0.61, -0.39
COc1ccc(CNCC(O)COCc2cccs2)cc1 (configuration not stated)
  -30, 1.7, 1.1
C=CCn1c(N)c(C(=O)NCc2ccco2)sc1=S
  -3, -0.5, -0.87
CCOC(=O)c1c(NC(=O)c2cc3n(n2)C(C(F)(F)F)CC(c2ccccc2)N3)sc(C)c1C (configuration not stated)
  /, 0.57, 0.68
Cc1ccc2c(c1)C1(C(=O)N2C)N2CC3(C)CN1CC(C)(C2)C3=O (configuration not stated)
  -46, 0.52, 0.38
COCCN1CCn2c(nc3cc(NC(=O)c4cccs4)ccc32)C1
  -46, -0.33, 0.35
O=C(NC1CC1)c1ccc(CSCc2cccc(F)c2)o1
  /, -0.83, -0.23
CCN(CC)C(=O)c1n[nH]c(=O)c2ccccc12
  17, 0.56, 0.86
CC(C)(C)C(=O)Nc1cc2nn(-c3ccccc3)nc2cc1Cl
  -21, -1.6, -1.6
Cc1cc(-c2nsc(=O)o2)c(S(C)(=O)=O)s1
  /, -0.48, -0.2
CCCn1c(NCc2cccs2)nc2ccccc21
  /, -0.08, -0.15
